Screening data: PubChem, National Center for Advancing Translational Sciences (NCATS)
p53 reactivation: qHTS assay for re-activators of p53 using a Luc reporter. H1299 p53-A138V BP100-luciferase reporter, luminescence, 24 h. Potency, µM (series often up to 92.2 µM), without a hit: at the highest dose activity change, positive = activation, hits mostly activators. actives 0.063% (n = 320,000); further: potency means the concentration at half of the fitted maximal effect; % of control where 0% means no effect; nearly all actives have a fitted effect of over 45% in size
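H1299 (p53-null), stable ts p53-A138V + BP100-Luc; 1000 cells/well, Opti-MEM/10% FBS; cpd 4 pt, 1:5; 24 h, 37 deg C, 5% CO2; detection reagent 10 min RT; luminescence.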
Giardia kill: Small Molecules that selectively kill Giardia lamblia: qHTS; Giardia lamblia trophozoite viability; activity change, % at 7.66 µM, hits read low; actives 0.15% (n = 340,000); in the data active means activity change below about -80%; inconclusive means between about -30% and that limit;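 further: parasites exposed to compound for two days anaerobically before the ATP read; on the % scale 0 is the no-effect control and ±100 the full control effect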
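Luminescence from cellular ATP indicates surviving trophozoites (100 cells/well) following 48 hrs anaerobic compound treatment at 37 deg C; signal develops 15-30 min at room temperature.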
PKM2 activator: qHTS Assay for Activators of Human Muscle isoform 2 Pyruvate Kinase; purified PKM2, Kinase-Glo ATP luminescence, activation; response scale: 0% is enzyme alone, no compound; Potency, µM (highest dose often 57.5 µM), inactives show top-dose activation, usual class: activators; actives 0.34% (n = 260,000); further: potency means the concentration at half of the fitted maximal effect; on the % scale 0 is the no-effect control and ±100 the full control effect; nearly all actives have a fitted effect of over 55% in size
Target sequence (P14618 whole entry, looked up, canonical isoform): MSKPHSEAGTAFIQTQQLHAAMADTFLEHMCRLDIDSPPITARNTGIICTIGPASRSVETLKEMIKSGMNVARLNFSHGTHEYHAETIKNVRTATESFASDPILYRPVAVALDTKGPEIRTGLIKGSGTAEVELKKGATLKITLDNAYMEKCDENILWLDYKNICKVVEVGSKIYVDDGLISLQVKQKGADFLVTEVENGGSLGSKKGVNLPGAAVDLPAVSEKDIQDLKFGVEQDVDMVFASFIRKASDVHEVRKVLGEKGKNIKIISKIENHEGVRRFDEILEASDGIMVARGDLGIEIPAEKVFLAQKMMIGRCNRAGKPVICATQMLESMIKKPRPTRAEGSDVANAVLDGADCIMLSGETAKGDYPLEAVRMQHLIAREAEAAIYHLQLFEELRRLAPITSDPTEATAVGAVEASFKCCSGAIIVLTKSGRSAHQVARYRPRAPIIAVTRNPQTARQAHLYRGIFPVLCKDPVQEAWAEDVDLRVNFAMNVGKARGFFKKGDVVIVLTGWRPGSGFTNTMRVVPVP
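Kinase-Glo luminescence reports ATP generated from ADP (0.1 mM) and PEP (0.5 mM) by purified hPK-M2 after 1 h at room temperature, pH 7.2 imidazole buffer; intermediate enzyme activity allows detecting inhibitors and activators.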
FLuc counter: qHTS profiling assay for firefly luciferase inhibitor/activator using purifed enzyme and Km concentrations of substrates (counterscreen for miR-21 project); Luciferin 4-monooxygenase (Photinus pyralis), P08659; purified FLuc, Km substrates, luminescence inhibition; Potency, µM (highest dose often 57.5 µM), for the others: at the top dose activity change, negative = inhibition, hits mostly inhibitors; actives 6.9% (n = 360,000);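 further: potency means the concentration at half of the fitted maximal effect; plate controls were vehicle for no effect and reference inhibitor for full effect; nearly all actives have a fitted effect of over 55% in size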
Target sequence (P08659 whole entry, looked up): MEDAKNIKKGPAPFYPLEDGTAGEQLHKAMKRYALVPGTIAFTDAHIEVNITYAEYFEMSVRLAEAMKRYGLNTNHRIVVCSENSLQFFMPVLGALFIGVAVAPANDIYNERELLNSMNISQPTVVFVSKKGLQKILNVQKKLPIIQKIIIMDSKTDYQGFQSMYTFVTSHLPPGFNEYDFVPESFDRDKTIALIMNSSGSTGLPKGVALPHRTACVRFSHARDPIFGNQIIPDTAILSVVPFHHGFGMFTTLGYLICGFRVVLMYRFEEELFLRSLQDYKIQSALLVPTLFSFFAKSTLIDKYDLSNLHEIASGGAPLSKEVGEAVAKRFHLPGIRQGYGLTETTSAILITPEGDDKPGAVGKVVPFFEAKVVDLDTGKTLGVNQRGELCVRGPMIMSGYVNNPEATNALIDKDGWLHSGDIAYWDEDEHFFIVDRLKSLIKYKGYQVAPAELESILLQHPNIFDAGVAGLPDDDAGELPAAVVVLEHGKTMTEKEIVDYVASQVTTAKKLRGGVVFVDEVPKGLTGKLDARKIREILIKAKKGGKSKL
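Biochemical qHTS of compounds, final roughly 60 µM downward over six points, against 10 nM purified firefly luciferase using Km concentrations of substrates (10 uM D-luciferin, 10 uM ATP) in Tris acetate pH 7.5 buffer; luminescence output.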
RORg inh: qHTS for inhibitors of ROR gamma transcriptional activity. Nuclear receptor ROR-gamma (Mus musculus), P51450. Drosophila S2 Gal4-RORgamma UAS-luciferase reporter, 20 h. Potency, µM (series often up to 53.6 µM), inactives show at the highest dose activity change, negative = inhibition, actives largely listed as inhibitors. actives 5.4% (n = 310,000); further: potency means the concentration at half of the fitted maximal effect; on the % scale 0 is the no-effect control and ±100 the full control effect; nearly all actives have a fitted effect of over 60% in size
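Schneider cells (Drosophila), stable Gal4 DBD–ROR gamma + UAS-luc; 1 hr cmpd preincubation; Cu2+ induction 700 uM final; 20 hr ambient; luminescence.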
ELG1 genotox: qHTS screen for small molecules that induce genotoxicity in human embryonic kidney (HEK293T) cells expressing luciferase-tagged ELG1 | Potency, µM (series often up to 46 µM), for inactives: top-dose activity change, positive = activation, hits mostly activators | actives 1.3% (n = 330,000) | HEK293T ELG1-luciferase reporter, luminescence, 16 h; further: potency means the concentration at half of the fitted maximal effect; % of control where 0% means no effect; nearly all actives have a fitted effect of over 60% in size
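Screening used a luciferase reporter fused to human ELG1 in HEK293T cells. Luminescence was read on a CCD plate imager after 16 hr exposure and 30 min ONE-Glo incubation.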
NPC1 promoter act: qHTS Assay for NPC1 Promoter Activators. Huh7 NPC1 promoter luciferase reporter, 24 h. Potency, µM (top dose mostly 9.22 µM), inactives show at the highest dose activation, actives largely listed as activators. actives 2.4% (n = 320,000);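 further: potency means the concentration at half of the fitted maximal effect; % of control where 0% means no effect; nearly all actives have a fitted effect of over 60% in size; reporter is driven by a mutant NPC1 promoter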
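Cells: Huh7 expressing luciferase under the NPC1 promoter, 1500/well. Seeded 2 h, compound added, incubated 24 h at 37 °C. Luciferase reagent, 10 min ambient, then luminescence.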
BRCA1 expr up: qHTS Assay to Identify Small Molecule Activators of BRCA1 Expression. actives 1.1% (n = 380,000). MCF7-BRCA1-FFLuc reporter, luminescence, 48 h; response scale: scaled: vehicle 0%, 10 µM genistein 100%. Potency, µM (doses to about 46.1 µM), inactives show top-dose activation, usual class: activators. AID 624202, 2012; further: potency means the concentration at half of the fitted maximal effect; nearly all actives have a fitted effect of over 80% in size; some results filed as inactive show a strong effect at the top dose
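MCF7-BRCA1-FFLuc cells, 2000/well in phenol-red-free MEM, attached 2 h then treated 48 h at 37 C. Luciferase luminescence read 15 min after reagent; normalized to genistein maximum activation (10microM) and DMSO, concentration-response fitted.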
Gal4-VP16 FLuc: VP16 counterscreen qHTS for inhibitors of ROR gamma transcriptional activity; Drosophila S2 Gal4-VP16 UAS-luciferase, luminescence, 20 h; Potency, µM (titrated, usually from 53.6 µM), inactives show top-dose activity, negative = inhibition, actives largely listed as inhibitors; actives 3.5% (n = 310,000); AID 2546, 2010;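 further: Gal4-VP16 expression switched on by copper sulfate through the metallothionein promoter; potency means the concentration at half of the fitted maximal effect; on the % scale 0 is the no-effect control and ±100 the full control effect; nearly all actives have a fitted effect of over 50% in size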
Rab9 promoter act: qHTS Assay for Rab9 Promoter Activators; Huh7 Rab9 promoter-luciferase reporter, luminescence, 24 h; Potency, µM (doses to about 9.22 µM), without a hit: top-dose activation, negative = inhibition, most hits filed as activators; actives 2.8% (n = 320,000); AID 485297, 2010; further: potency means the concentration at half of the fitted maximal effect; % of control where 0% means no effect; nearly all actives have a fitted effect of over 60% in size
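Huh7 reporter line, Rab9 promoter upstream of luciferase. Compound exposure 24 h at 37 °C in reduced-serum medium with 10% FBS. Read-out: luminescence.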
Menin-MLL TR inh: qHTS Assay for Inhibitors Targeting the Menin-MLL Interaction in MLL Related Leukemias: Competition With Texas Red Labeled MLL-derived Mutant Peptide; Menin + Texas Red MLL mutant peptide, fluorescence polarization; actives 0.23% (n = 270,000); O00255; Potency, µM (highest dose often 61.6 µM), without a hit: top-dose FP activity change, negative = inhibition, most hits filed as inhibitors; active means well fitted inhibition curve with a large enough effect in the polarisation, with a control signal flat, not every such curve was filed as active; inconclusive means small, poorly fitted or top-dose-only effect, or effect the other way, or a change in a side signal; inactive means no such curve, though single readings can be large or run the other way; the % refers to the polarisation; further: potency means the concentration at half of the fitted maximal effect; % of control where 0% means no effect; many of its hits are not listed in these tables
The depositor's hits bear a star; ? = inconclusive; · = not tested or not shown; & = joins results of further samples; [ ] = another dose, or the depositor's remark. Unless noted, the call rests on the fitted dose curve; in most records, active means well fitted curve in the direction sought with a large enough effect; inconclusive means small, poorly fitted or top-dose-only effect, or another doubt; inactive means no such curve, though single readings can be large; an effect the other way counts as inactive or inconclusive. Only part of the results is shown (hit frequency here may not be typical).

SMILES	p53 reactivation	Giardia kill	PKM2 activator	FLuc counter	RORg inh	ELG1 genotox	NPC1 promoter act	BRCA1 expr up	Gal4-VP16 FLuc	Rab9 promoter act	Menin-MLL TR inh
COc1ccc(C)cc1NC(=O)C1CCCN(S(=O)(=O)c2ccc3c(c2)CCCN3C(C)=O)C1 (configuration not stated)	-0.7%	-24.3	-6.8%	0.1%&-6.2%	6.6%	-0.6%	-1.7%	-17.3%	1.5%	-7.1%	-2.5%
Cc1cccc(OCCNc2ccc([N+](=O)[O-])cn2)c1	6.7%	-0.9	-1.4%	0.4%	8.5%	-8.1%	-2.1%	-20.9%	-4.6%[10 µM]	-7.7%	21.2%
CCC1(C)Cc2ccccc2-c2nc3n(c(=O)c21)CC(C(=O)O)S3 (configuration not stated)	-15.6%	-12.9	-1.3%	10.7%	-6.3%	1.3%	-2.1%	6.9%	0.4%	-5.4%	-8.3%
NC(=O)NC(Cc1ccccc1)C(=O)N1CCN(S(=O)(=O)c2ccc(Cl)cc2)CC1 (configuration not stated)	-15.9%	0.2	·	-0.7%	·	1.0%	1.0%	-4.4%	·	-0.7%	·
C=CCOC(=O)C1=C(C)N=C2SCCC(=O)N2C1c1ccc(OC(=O)c2ccco2)cc1 (configuration not stated)	-2.5%	3.8	-2.5%	6.3%	4.8%	0.2%	-0.1%	-2.8%[1.84 µM]	-2.6%	-1.3%	9.9%
Cc1oc2ccc(O)cc2c1C(=O)c1ccccc1	·	-15.5	1.9%	?	4.0%	9.0%	-4.7%	34.6%	13.7%	0.3%	5.8%
COCCCNC(=O)c1cn(CC(C)C)c(=O)c2c1c1ccccc1n2C	-2.1%	-15.5	0.2%	0.0%&1.8%	-1.9%	0.2%	2.6%	6.2%	5.5%	-1.8%	9.4%
Cc1ccc(O)c(CP(=O)(c2ccccc2)c2ccccc2)c1	-4.8%	-7.6	0.3%	5.2%	6.5%	-3.0%	-1.2%	-18.7%	1.2%	-2.8%	-6.1%
COc1ccc(CCNC(=O)CCc2nnc(Cc3ccc4c(c3)OCO4)o2)c(OC)c1	-4.8%	-1.8	1.4%	-0.6%	4.0%	-1.0%	-1.2%	1.8%	-12.5%	0.1%	?
COC(=O)c1cc(C(=O)Nc2ccc(C)cn2)cc([N+](=O)[O-])c1	?	-10.6	2.4%	2.3%	-14.4%	2.1%	2.0%	1.2%	-7.4%	-2.9%	13.5%
CC1CCN(CC(=O)Nc2cccc([N+](=O)[O-])c2)CC1	1.5%	-1.9	-4.9%	-0.2%	4.6%	-4.7%	-1.8%	0.7%	-1.3%	0.6%	-9.3%
CC(=O)N(C1=C(N)C(=O)c2ccccc2C1=O)c1ccccc1	-7.6%	?	·	1.8%	-33.1%	-18.8%	-35.1%[inhibitor]	-84.6%	-26.4%	-2.7%[1.84 µM]	10.8%
CCc1ccccc1NC(=O)c1nnn(CC(=O)Nc2cccc(C)c2)c1N	3.6%	-7.7	3.1%	7.4%	31.8%	5.2%	-2.1%	-13.5%	-8.8%	1.3%	·
CCOC(=O)C1CCN(S(=O)(=O)c2ccc3oc(=O)ccc3c2)CC1	1.6%	9.3	·	2.1%	-18.7%	0.6%	1.5%	4.2%	-4.7%	-0.5%	·
O=C1NC(=S)N/C1=C/c1cc([N+](=O)[O-])ccc1N1CCOCC1	-0.8%	-19.0	7.2%	3.1%	12.1%	11.4%	-2.9%	-15.4%	-20.2%	-7.7%	-11.4%
COc1ccccc1C(=O)N/C(=C\c1ccc(Br)cc1)C(=O)NCCCO	-0.1%	-2.1	-0.5%	4.5%	-17.5%	-5.7%	-3.5%	1.8%	-11.5%	-0.3%	0.4%
Brc1ccc2nc(N3CCN(c4ccccc4)CC3)sc2c1	19.7%	17.7	-1.9%	?	23.6%	2.31µM*	1.78µM*	31.9%	1.5%	1µM*	15.4%
COc1cccc(COC(=O)c2ccc3c(=O)n4c(nc3c2)CCC4)c1OC	5.8%	20.7	·	1.3%	·	-0.7%	0.8%	3.2%	·	-4.7%	·
CCC(=O)N1CCc2cc(Br)cc(S(=O)(=O)NCCN3CCCCC3C)c21 (configuration not stated)	3.5%	-1.9	0.6%	4.6%[2.3 µM]	-21.0%	-0.2%	-1.9%	0.0%	-0.1%	-1.9%	-9.2%
N#Cc1cc(O)c(-n2nnc3ccccc32)cc1C#N	-4.8%	-7.0	3.7%	-15.3%	1.2%	-2.1%	-0.8%	4.3%	0.4%	0.0%	19.2%
CCOC(=O)N1CCN(C(=O)c2ccc3c(=O)n(CCc4ccccc4)c(=S)[nH]c3c2)CC1	-2.4%	-2.9	-1.3%	1.4%	7.08µM*	0.5%	0.7%	-38.3%	0.1%	0.7%	·
CCN1C(=O)c2cccc3c(NC(=O)c4cccc(N5C(=O)CCC5=O)c4)ccc1c23	-2.7%	-1.8	-3.9%	-7.1%	-34.6%	16.6%	3.0%	-25.0%	-9.9%	2.8%	-0.1%
CCN(CC)S(=O)(=O)c1ccc(NN=C2CCN(C(C)C)CC2)c([N+](=O)[O-])c1	-1.9%	8.8	2.3%	3.6%	32.8%	-0.1%	0.3%	-1.0%	-0.1%	-6.5%	·
CC(=O)OC(C)CS(=O)(=O)c1ccccc1 (configuration not stated)	1.2%	7.4	-0.2%	-0.1%	-26.3%	0.7%	-2.5%	2.0%	9.5%	-0.9%	-4.9%
CCOc1ccc2cc(C#N)c(SCC(=O)N3CCC(C)CC3)nc2c1	4.4%	-6.9	-1.5%	0.2%	-2.6%[0.365 µM]	0.6%	-0.6%	-48.3%	·	-3.9%	-19.6%
O=c1c(Cc2ccccc2O)c(O)nc2n1CCCS2	-8.9%	?	6.1%	2.0%	-1.2%	-6.1%	1.2%	-10.0%	1.9%	-0.9%	-4.1%
Cc1nc2c(C#N)c(C)[nH]n2c(=O)c1Cc1ccccc1	-1.9%	1.6	-7.4%	1.3%	-42.4%	-0.8%	-2.5%	2.0%	2.0%	-0.4%	6.1%
COc1cc(/C=C/C(=O)OCC(=O)NCCc2ccccc2)ccc1OC(F)F	2.2%	-14.0	-2.4%	-4.0%	-12.0%	0.6%	0.2%	-2.7%	-4.9%	-0.8%	·
Cc1nc(SCC(=O)N2CC(=O)Nc3ccccc32)nc(C)c1C	0.7%	-8.2	10.7%	-4.3%	6.7%	3.2%	-2.4%	-1.5%	9.0%	1.2%	10.6%
CCn1cc(/C=C(\NC(=O)c2cc(OC)c(OC)c(OC)c2)C(=O)N2CCN(C)CC2)c2ccccc21	-8.5%	-17.1	·	3.2%	0.4%	-1.3%	1.4%	-0.2%	-5.5%	0.3%	-0.6%
O=C(COc1ccc(S(=O)(=O)NCc2ccccc2)cc1Cl)N1CCOCC1	-10.1%	6.7	-0.8%	1.1%	-8.1%[0.365 µM]	-9.1%	-6.9%	-29.7%	·	-7.2%	36.8%[activator]
Cc1ccc(CNC(=O)c2c(-c3ccccc3Cl)noc2C)cc1	-3.2%	-5.1	·	0.9%	37.5%	-2.7%	-0.8%	0.1%	-7.6%	-2.2%	-6.5%
CCCN(C(=O)c1ccc(-n2cncn2)c([N+](=O)[O-])c1)C1CCS(=O)(=O)C1 (configuration not stated)	1.4%	7.5	·	-0.5%	·	-1.3%	2.3%	-9.4%	·	-4.8%	·

Shown as a hit in Rab9 promoter act, among the entries above:
Molecule | p53 reactivation | PKM2 activator | RORg inh | Rab9 promoter act | Menin-MLL TR inh
Brc1ccc2nc(N3CCN(c4ccccc4)CC3)sc2c1 | 19.7% | -1.9% | 23.6% | 1µM* | 15.4%
